MKP-3 inhibition – MKP-3 phosphatase inhibitors, primary screen, biochemical, rat enzyme, in vitro (AID 425) | recombinant MKP-3 phosphatase activity, fluorescence; higher % means a stronger effect | inhibition, % at 20 µM, or IC50 in µM where a hit was titrated | actives 0.17% (n = 110,000); in the data active means inhibition above about 50%;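 further: plate controls were vehicle for no effect and reference inhibitor for full effect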
Hsp70 displacement – Hsp70 inhibitors, probe displacement, primary screen, biochemical, fluorescence polarization (AID 583); actives 0.06% (n = 140,000); Hsp70 fluorescence polarization probe displacement, mP; higher % means a stronger effect; one-dose displacement, % at 20 µM; IC50 in µM for titrated hits; in the data active means displacement above about 50%;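 further: plate controls were vehicle for no effect and reference ligand for full effect; a part of the inactive calls stands beside numbers as strong as those of hits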
* hit, by the source's call; . = no result given; & = joins results of further samples. This is a subset; count on the stated rates, not on these rows.

SMILES | MKP-3 inhibition | Hsp70 displacement
CCOC(=O)C1=C(C)NC2=C(C(=O)CC(c3ccc(OC)c(OC)c3)C2)C1c1ccc(C)o1 (configuration not stated) | -14% | -5.3%
CCCCOn1nnc2ccc([N+](=O)[O-])cc21 | 9% | 4.6%
CCOc1ccccc1/C=N/NC(=O)CSc1nc2ccccc2n1Cc1ccccc1 | 5% | -1.3%
Cc1ccc(S(=O)(=O)NC(C)C(c2cccs2)N2CCN(C)CC2)cc1 (configuration not stated) | . | 1.6%
COc1cccc(-c2nc(-c3ccc(Cl)cc3Cl)no2)c1 | 0% | -1.6%
CC(C)OC(=O)NC(c1ccccc1)C(Cl)(Cl)Cl (configuration not stated) | -5% | -4.4%
COc1cc(-c2c(C#N)c(N)n3c(nc4ccccc43)c2C#N)ccc1OCc1ccccc1F | 13% | 2.7%
CCCOc1ccc(CCN2CCC(=O)NC2=O)cc1C | 2% | .
CC(C)SCCCOc1ccc(C(C)(C)C)cc1 | . | -3.3%
O=C(COC(=O)c1ccc(S(=O)(=O)N2CCCC2)cc1)NCc1ccccc1 | 4% | -0.6%
CCOC(=O)c1sc(NC(=O)c2cc(Cl)ccc2OC)nc1C | 3% | -5.2%
O=C(c1ccc(Br)o1)N1CCN(C(c2ccccc2)c2ccccc2)CC1 | 2% | -0.5%
CCCCCCn1c(SCC(=O)c2c(N)n(C)c(=O)n(C)c2=O)nc2ccccc21 | . | 2.9%
O=C1CCCC(O)=C1C1C2=C(CCCC2=O)Oc2ccccc21 (configuration not stated) | -2% | -2.5%
c1ccc(NCc2nnc3n2CCCCC3)cc1 | -15% | -4.1%
O=C(Nc1nnc(-c2ccc3c(c2)OCCO3)o1)c1ccc(Cc2ccccc2)cc1 | 1% | 6.0%
Cc1onc(-c2c(Cl)cccc2Cl)c1C(=O)Nc1ccc2c(c1)OCO2 | -9% | .
CC(C)c1nnc(NC(=O)C2CCN(c3nc4ccccc4s3)CC2)s1 | -4% | -1.0%
O=C(NCc1ccc2c(c1)OCO2)C1CC(=O)N(c2ccccc2)C1 (configuration not stated) | 1% | -1.5%
COc1ccc(N2C(=O)c3ccccc3NC2c2ccc(OC)c(CN3C(=O)c4ccccc4C3=O)c2)cc1 (configuration not stated) | 2% | 5.6%
CNC(=O)/C=C1\NC(C)(C)Cc2ccccc21 | 0% | 2.1%&0.9%
COc1ccc(NC(=O)C2CCN(C(=O)NCc3ccccc3)CC2)cc1 | -12% | 1.8%
CCn1c2ccccc2c2cc(CN3CCN(C(=O)c4cccs4)CC3)ccc21 | 3% | -2.3%
CC(C)(C)C(=O)NC1CCN(S(=O)(=O)c2ccccc2F)CC1 | -13% | -1.5%
CC(C)OC(=O)CSc1nnc(-c2ccco2)n1N | 0% | 0.4%
CN(C)c1ccnc(N(Cc2ccccc2)Cc2ccccc2)c1C#N | . | 3.9%
CC1=C/C(=N\N=C2\NC(=O)C(CC(=O)Nc3ccccc3F)S2)CC(C)(C)C1 (configuration not stated) | -6% | -5.8%
COc1cc(CN2CC(C)OC(C)C2)cc(OC)c1 (configuration not stated) | 0% | 4.3%
Cc1cccc(C)c1N1CC(=O)N(c2c(C)cccc2C)CC1=O | . | 1.9%
O=c1[nH]c2c(c3c1CCCC3)CCCC2 | 7% | -8.2%

Complete entries as entered above. Order of screens: MKP-3 inhibition | Hsp70 displacement
`O=C1CCCC(O)=C1C1C2=C(CCCC2=O)Oc2ccccc21` (configuration not stated) as listed: -2% | -2.5%
`CC(C)OC(=O)CSc1nnc(-c2ccco2)n1N` as listed: 0% | 0.4%
`Cc1ccc(S(=O)(=O)NC(C)C(c2cccs2)N2CCN(C)CC2)cc1` (configuration not stated) as listed: . | 1.6%
`CCCOc1ccc(CCN2CCC(=O)NC2=O)cc1C` as listed: 2% | .
`CC(C)OC(=O)NC(c1ccccc1)C(Cl)(Cl)Cl` (configuration not stated) as listed: -5% | -4.4%

The listing picks up; the five compounds before the break are reprinted first.
SMILES | MKP-3 inhibition | Hsp70 displacement
CN(C)c1ccnc(N(Cc2ccccc2)Cc2ccccc2)c1C#N | . | 3.9%
CC1=C/C(=N\N=C2\NC(=O)C(CC(=O)Nc3ccccc3F)S2)CC(C)(C)C1 (configuration not stated) | -6% | -5.8%
COc1cc(CN2CC(C)OC(C)C2)cc(OC)c1 (configuration not stated) | 0% | 4.3%
Cc1cccc(C)c1N1CC(=O)N(c2c(C)cccc2C)CC1=O | . | 1.9%
O=c1[nH]c2c(c3c1CCCC3)CCCC2 | 7% | -8.2%
Cc1cc(C)nc(Nc2n[nH]c(-c3cccc4ccccc34)n2)n1 | . | 0.4%
Cc1nn(-c2ncc(C(F)(F)F)cc2Cl)c(=O)n1-c1ccccc1 | . | 2.1%
O=C(O)CSCC(NC(=S)Nc1ccccc1)C(=O)O (configuration not stated) | 4% | -4.7%
COC(=O)CN(C#N)c1nc(OC)nc(N(C)C)n1 | -3% | -1.6%
CCc1cn([C@H]2C[C@H](O)[C@@H](CO)O2)c(=O)[nH]c1=O | 7% | -0.2%
O=C(CSC1CC(=O)N(c2cc(Cl)cc(Cl)c2)C1=O)Nc1ccc(Br)cc1 (configuration not stated) | 0% | -2.7%
CCOC(=O)N1CCN(c2cc(N3CCOCC3)c(F)cc2[N+](=O)[O-])CC1 | 0% | -1.8%
Cc1ccc(-n2c(C)cc(/C=C3\NC(=S)NC3=O)c2C)cc1C | 4% | -13%
COc1cc(/C=C2\SC(=S)NC2=O)cc(Br)c1OCc1c(C)no[n+]1[O-] | 2% | 3.6%
Cc1ccc(-c2nn(C)c(=O)c3ccccc23)cc1CNC(=O)CSc1nc2ccccc2o1 | 1% | -0.5%
Cc1ccc(N(CC(=O)NCc2ccccc2C)S(C)(=O)=O)cc1 | 2% | 2.3%
CC(C)CC(=O)N1CCN(Cc2cccn2C)CC1 | 7% | 7.3%
O=C(OC(C(=O)NCC1CCCO1)c1ccccc1F)c1ccco1 (configuration not stated) | -3% | 2.9%
O=C(O)CCN(CCC(=O)O)S(=O)(=O)c1ccccc1 | -1% | -0.1%
Cc1ccc(-n2[nH]c(=O)c(/C=C3\C=Nc4ccccc43)c2O)cc1 | 11% | 10%
CCOC(=O)CSc1nc2sc3c(c2c(=O)n1Cc1ccccc1)CCc1ccccc1-3 | 0% | -0.8%
CCCn1c(C)cc(/C=C(\C#N)C(=O)OCC(=O)NC(=O)NC(C)(C)C)c1C | . | 1.6%
CCCCOCCCNC(=O)c1ccc(OCC)cc1 | . | -3.9%
O=c1c2ccccc2nc(SCc2cn3ccsc3n2)n1-c1ccccc1F | -13% | -2.4%
COc1ccc(C(=O)Nc2nc(-c3ccc(F)cc3)cs2)cc1OC | 0% | 4.6%

The final 3 entries of the section above are carried over, then new ones follow.
SMILES | MKP-3 inhibition | Hsp70 displacement
CCCCOCCCNC(=O)c1ccc(OCC)cc1 | . | -3.9%
O=c1c2ccccc2nc(SCc2cn3ccsc3n2)n1-c1ccccc1F | -13% | -2.4%
COc1ccc(C(=O)Nc2nc(-c3ccc(F)cc3)cs2)cc1OC | 0% | 4.6%
Cc1ccc(NC(=O)c2ccccc2C(=O)O)c([N+](=O)[O-])c1 | -1% | 6.1%
CC1CCCCN1C(=O)Cn1c(=O)n(CCC(=O)NCc2ccco2)c(=O)c2sccc21 (configuration not stated) | -2% | -3.2%
COc1cccc(OC)c1C(=O)N1CCN(c2ccccn2)CC1 | 3% | 6.4%
N#CC1(C#N)COC23CCCCC2C1(C#N)C(=N)O3 (configuration not stated) | . | 2.6%
COc1ccccc1NC(=O)CSc1nc(O)c(Cc2ccccc2)c(=O)[nH]1 | . | 1.6%
Cc1cc(OCCOc2cccc3cccnc23)c(C)cc1Cl | . | 5.6%
O=C(CN(C1CC1)S(=O)(=O)c1ccc(S(=O)(=O)N2CCCCCC2)cc1)Nc1ccccc1 | -1% | -0.9%
O=C(NC(=S)Nc1cccc(NC(=O)c2ccccc2Cl)c1)c1ccco1 | -4% | 0.7%
COc1ccc(CN2CCN(C(=O)c3cccc(Cl)c3)CC2)cc1 | 1% | 5.3%
Cc1ccc(NCc2nnc(SCC(=O)c3ccccc3)n2Cc2ccco2)c(C)c1 | -5% | -3.6%
COC(=O)c1ccc(NC(=O)N2CCC(O)(c3cccnc3)CC2)cc1 | . | 0.3%
CCOC(=O)CN1CC23C=CC(O2)C(C(=O)N2CCN(c4ccc(F)cc4)CC2)C3C1=O (configuration not stated) | -2% | -6.0%
CN(Cc1ccco1)S(=O)(=O)c1ccc2c(c1)CCN2C(=O)CCC(=O)O | . | -2.8%
O=C(Nc1ccc(NC(=O)c2ccc(Cl)cc2Cl)cc1)c1ccccc1O | 3% | -4.3%
CCC(=O)c1cc2c(cc1NC(=O)c1ccccc1)OCCO2 | . | 0.0%
CCOc1ccc(N(CC(=O)NC2CCCC2)C(=O)CCCC(=O)Nc2ccccn2)cc1 | . | -0.7%
CCN(CC)S(=O)(=O)c1ccc(NC(=O)c2ccccn2)cc1 | -1% | -2.0%
Cc1cc(/C=N/NC(N)=O)c(C)n1C1CCCCC1 | 5% | -2.1%
C=CCOC(=O)C1CC=CCC1C(=O)Oc1ccc(F)cc1F (configuration not stated) | -10% | -5.0%
CC(C)CCn1c(SCC#N)nc2c(sc3ccccc32)c1=O | -8% | -2.2%
Cc1ccc(C(CCN)c2ccco2)cc1 (configuration not stated) | -9% | -2.9%
Cc1nccc2[nH]c(=O)c(C(=O)NCCCN(C)C3CCCCC3)cc12 | -7% | -3.6%
Cc1cc(C)c2nc3s/c(=C\c4ccc(Cl)cc4)c(=O)n3c2c1 | 1% | 5.5%
Cc1ccsc1/C=N/n1cnc2sc(C)c(C)c2c1=O | -12% | 1.1%
COc1ccc(C2c3c(n(C)c(=O)n(C)c3=O)N=C3c4ccccc4C(=O)C32)cc1OC (configuration not stated) | 1% | 1.9%
CN(C)c1nc(N/N=C\c2ccc(Cl)c([N+](=O)[O-])c2)nc(Nc2ccc(F)cc2)n1 | . | 16%
O=C(O)C(Cc1c[nH]c2ccccc12)NS(=O)(=O)c1cccc2nsnc12 (configuration not stated) | -12% | -0.9%
O=C(c1cccnc1)N1CCN(c2cccc(Cl)c2)CC1 | 0% | -3.1%
O=c1[nH]c(=O)n([C@H]2C[C@H](O)[C@@H](CO)O2)cc1C(F)(F)F | . | 4.4%
CCCC(NC(=O)c1ccccc1)c1nc2ccccc2n1Cc1ccc(C(=O)OC)o1 (configuration not stated) | -7% | 5.9%
Cc1cccc(OCc2n[nH]c(=S)n2C2CCCCC2)c1 | . | -5.6%
O=C(NC1CCCCC1)C1CCN(S(=O)(=O)c2cccc3cccnc23)CC1 | -2% | -3.9%
Clc1ccccc1CN1CCN(N=Cc2ccc(Br)cc2)CC1 | 1% | 1.1%
O=C(CNC(=O)c1ccc(Cl)cc1)c1ccccc1 | -3% | -5.5%
Cc1ccc2[nH]c3c(=O)n(CCCN4CCN(C)CC4)cnc3c2c1 | 3% | 3.1%
Cc1nc(SCC(=O)CC(=O)OC(C)C)c(C#N)c(C)c1C | 8% | 3.1%
CCn1cc(/C=N/O)c(C)n1 | 16% | -2.7%
CCOC(=O)c1sc2nc(CC(=O)OC)nc(NCc3ccc(F)cc3)c2c1C | . | -3.9%
CCOc1ccc(-c2nnc3sc(COc4ccccc4)nn23)cc1 | -6% | -1.8%
Cc1nnc(N2CCOCC2)c2ccccc12 | -5% | 3.4%
O=C(Nc1ccc(Nc2ccccc2)cc1)c1ccco1 | -6%&1% | 1.7%&-1.5%
CC(C)CCNC(=O)NC(=O)CSc1nnc(-c2ccccc2Br)o1 | -6% | .
COc1ccc(-c2nnc3ccc(SCC(N)=O)nn23)cc1OC | -3% | -3.3%
O=C1CCCc2c1nc(-c1ccccc1)n2O | -10% | -3.2%
O=c1oc2ccccc2n1CCn1c2ccccc2c2nc3ccccc3nc21 | 25% | 0.5%
CN(C)/C=N/c1c(C#N)cnn1-c1ccccc1 | 5% | -2.9%
CC(C)(C)c1cc(O)c(S(N)(=O)=O)c(C(C)(C)C)c1 | 0% | -0.5%
CCc1c(C)nc2c(C#N)c(C)[nH]n2c1=O | -10% | -3.1%
CCOC(=O)N1CCN(C(=O)c2ccc3c(=O)n(Cc4ccccc4)c(=S)[nH]c3c2)CC1 | -9% | 6.9%
CCOc1ccc(NC(=O)CN2CCN(CC(=O)Nc3ccc4c(c3)OCCO4)CC2)cc1 | 2% | -6.4%

Going on with the list:
SMILES | MKP-3 inhibition | Hsp70 displacement
Nc1c(S(=O)(=O)c2ccccc2)c2nc3ccccc3nc2n1Cc1ccco1 | -2% | 12%
CCc1c(C)nc2ncnn2c1N1CCC(C(=O)N2CCN(c3ccc(F)cc3)CC2)CC1 | 0% | 2.3%
CC(=O)Nc1ccc(S(=O)(=O)N(C2=NCC(C)S2)c2ccccc2)cc1 (configuration not stated) | -3% | -2.2%
Cc1ccc(C2C3=C(CC(C)(C)CC3=O)N=C3c4ccccc4C(=O)C32)cc1 (configuration not stated) | 0% | 1.2%
COC(=O)c1ccc(NC(=O)Nc2ccc(F)cc2)cc1 | -15% | 1.3%
Cc1cc(C(=O)N(C)C)sc1-c1ccccc1 | . | -1.3%
COc1ccc2oc(=O)c(C(=O)Nc3cc(Cl)ccc3OC)cc2c1 | 0% | -4.6%
COc1cc2c(cc1O)C(SC)=NC(C)(C)C2 | 1% | 2.0%
O=C(CN1C(=O)c2ccc([N+](=O)[O-])cc2C1=O)Nc1ccc(F)cc1 | 0% | -0.1%
CCOc1ccc(C(=O)Nc2ccc(C(C)=O)cc2)cc1OCC | 5% | -6.6%
Cc1ccc(OCC(=O)Nc2cccc(O)c2)cc1C | -22%&1% | 2.2%&0.7%

From PubChem
